PfHsp90 yeast 2: reduces growth (ATP signal) of yeast expressing P. falciparum Hsp90. S. cerevisiae expressing PfHsp90, BacTiter-Glo ATP, 48 h; yeast lacking PDR1 and PDR3 efflux regulators. inhibition, % at 9.4 µM. 0.32% of 310,000 active;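 active means every replicate shows inhibition above about 80%, whatever the replicate mean, limit read from the data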;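 further: 0% = DMSO neutral controls and 100% = 20 µM radicicol positive controls; yeast relying on Plasmodium falciparum Hsp90 in place of its own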
NSD2 HMT inh: inhibitors of human histone methyltransferase NSD2; O96028; NSD2 peptide methylation, AlphaScreen, 120 min; inhibition, % at 12.5 µM; 0.54% of 310,000 active; in the data active means inhibition above about 50%
CDK5 p35 inh: CDK5/p35 (human) kinase inhibition; Q00535+Q15078; Recombinant CDK5/p35, ADP-Glo luminescence, 60 min; inhibition, % at 10 µM; 0.01% of 330,000 active; AID 488839;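 active means highest replicate inhibition of at least 50% and at least 75% of replicates reaching 50%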;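 further: plate controls were DMSO neutral control for no effect and GW8510 at 10 µM for full effect; many of its hits are not listed in these tables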
Target sequence (Q00535 whole entry, looked up): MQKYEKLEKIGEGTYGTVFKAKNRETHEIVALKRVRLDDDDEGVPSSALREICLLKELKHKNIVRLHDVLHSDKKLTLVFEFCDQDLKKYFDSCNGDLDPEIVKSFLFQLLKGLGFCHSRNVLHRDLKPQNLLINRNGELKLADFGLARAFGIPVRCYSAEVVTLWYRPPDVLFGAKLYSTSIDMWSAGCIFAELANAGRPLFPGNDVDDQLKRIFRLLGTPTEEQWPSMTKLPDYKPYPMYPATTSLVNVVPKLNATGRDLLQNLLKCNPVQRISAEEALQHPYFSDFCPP
Target sequence (Q15078 whole entry, looked up): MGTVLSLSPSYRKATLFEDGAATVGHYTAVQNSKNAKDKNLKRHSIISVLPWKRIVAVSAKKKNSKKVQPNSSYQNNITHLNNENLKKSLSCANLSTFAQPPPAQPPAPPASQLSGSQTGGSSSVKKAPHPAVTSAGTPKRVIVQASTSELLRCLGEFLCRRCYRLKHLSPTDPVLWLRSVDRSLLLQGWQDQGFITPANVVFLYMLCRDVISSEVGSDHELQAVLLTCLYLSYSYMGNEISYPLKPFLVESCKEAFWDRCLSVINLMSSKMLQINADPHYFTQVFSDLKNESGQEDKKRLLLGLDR
Rtt109 Vps75: C. albicans Rtt109 histone acetyltransferase inhibition; 0.16% of 330,000 active; purified Rtt109/Vps75, ThioGlo CoA-SH fluorescence, 4 h; Q5AAJ8; inhibition, % at 34.9 µM;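 active means inhibition of at least 50% in every replicate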
Keap1 Nrf2 FP: inhibitors of human Keap1-Nrf2 protein-protein interaction | Q14145 | Keap1 Kelch-Nrf2 peptide fluorescence polarization, 1536-well | inhibition, % at 9.4 µM | 0.15% of 340,000 active | AID 504523; in the data active means inhibition above about 12%;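 further: human Keap1 Kelch domain with fluorescein labeled Nrf2 9mer peptide probe; 0% = neutral control wells and 100% = peptide positive control; higher means more block of Keap1 binding to Nrf2 peptide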
PvdQ inh: P. aeruginosa PvdQ acylase inhibition; 0.063% of 340,000 active; AID 488965; inhibition, % at 10 µM; purified PvdQ acylase, fluorescence plate reader; in the data active means inhibition above about 30%, passing the limit was not always enough;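 further: 0% = vehicle neutral wells and 100% = reference inhibitor wells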
C-LANA FP: inhibitors of KSHV LANA C-terminal domain DNA binding; MBP-C-LANA/FAM-LBS DNA binding, fluorescence polarization; inhibition, % at 9 µM; 0.078% of 340,000 active; AID 504423;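 active means highest replicate inhibition at or above 60% at 9 µM, even if other replicates fall short; inactive means all replicates below 60% inhibition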;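 further: 0% = neutral control wells and 100% = 4 µM acridine orange control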
dFosB activator: activators of mouse delta FosB homodimer | AID 493131 | purified delta FosB, TAMRA-CDK5 oligo fluorescence polarization; percent of positive-control signal above neutral wells | 0.99% of 340,000 active | activation, % at 25 µM | P13346;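 active means mean activation above about 17%, with every replicate also reaching it, limit read from the data, passing the limit was not always enough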;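 further: fluorescence polarization rise as delta FosB binds a TAMRA Cdk5 AP-1 oligo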
Target sequence (P13346 whole entry, looked up): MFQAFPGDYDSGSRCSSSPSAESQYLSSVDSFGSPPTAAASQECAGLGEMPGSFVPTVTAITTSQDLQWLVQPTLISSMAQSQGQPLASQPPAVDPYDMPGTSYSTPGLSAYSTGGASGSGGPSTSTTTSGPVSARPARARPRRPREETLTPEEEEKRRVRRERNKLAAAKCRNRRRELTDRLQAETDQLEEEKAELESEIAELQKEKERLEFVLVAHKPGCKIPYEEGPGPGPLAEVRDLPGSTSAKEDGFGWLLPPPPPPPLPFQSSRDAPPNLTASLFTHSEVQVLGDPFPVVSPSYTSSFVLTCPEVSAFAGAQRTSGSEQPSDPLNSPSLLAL
RTF Ca sens act: increases calcium sensitivity of human cardiac regulated thin filaments | IANBD-labeled TnC RTF fluorescence at EC20 calcium; 0% EC20 calcium, 100% full calcium | activation, % at 7.2 µM | 0.24% of 340,000 active | AID 493008;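 active means activation above the mean over all tested compounds plus 3 SD, cut at about 30% in these data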;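 further: rise in fluorescence read as greater calcium sensitivity of cardiac thin filaments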
RTF Ca sens inh: cardiac RTF calcium desensitization. P19429+P45379. IANBD-labeled cardiac RTF, Ca2+ fluorescence. inhibition, % at 7.15 µM. 0.12% of 340,000 active;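 active means inhibition above the mean inhibition of all tested compounds plus 3 SD, cut at about 17% in these data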;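 further: assay run at fixed EC70 calcium of 1.6 mM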
SUMO Mot1 rescue: inhibitors of SUMOylation pathway: yeast Mot1-301 growth rescue. S. cerevisiae Mot1-301 growth rescue, ATP luminescence, 38.5C; percent above DMSO median, 100 means doubled. growth rescue, % at 18.8 µM. 1% of 320,000 active;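 active means every valid replicate shows activation above 250% relative to neutral control wells; inactive means the rest, any valid replicate at or below 250%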;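 further: OY570 slx delta 5 strain wells were the positive control but not used for scaling; some compounds called inactive have numbers as strong as hits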
Numbers without * were called inactive; . = no result given.

SMILES | PfHsp90 yeast 2 | NSD2 HMT inh | CDK5 p35 inh | Rtt109 Vps75 | Keap1 Nrf2 FP | PvdQ inh | C-LANA FP | dFosB activator | RTF Ca sens act | RTF Ca sens inh | SUMO Mot1 rescue
CC1CCN(CCNC(=O)c2ccc3c(=O)n(Cc4ccc(Cl)cc4)c(=S)[nH]c3c2)CC1 | -12 | -2 | -1.6 | -7 | -9 | -15 | -0.2 | -17 | 0 | -9 | -1
Cc1ccc(OCCCNC2CCCC2)cc1 | -7 | 19 | 2.3 | -13 | -1 | -9 | 0.9 | -15 | 0 | -4 | -10
Cc1ccc(CNC(=O)CCNC(=O)Cn2ccc3ccccc3c2=O)cc1 | -9 | . | 0.6 | -4 | 8 | -1 | 0.6 | 13 | 0 | -10 | -4
COCC(=O)N1CCC(Oc2ccc(C(=O)N3CCSCC3)cc2)CC1 | 13 | -1 | 0.4 | 1 | -1 | 3 | -3.5 | -2 | -3 | 2 | -19
C/C(CC(=O)Nc1cccnc1)=N\NC(=O)C(=O)NC(C)C | 4 | 4 | 0.8 | 2 | -1 | -3 | 0.8 | 5 | 3 | -2 | -12
N#CCc1nc(-c2cc3ccccc3oc2=O)cs1 | 14 | -2 | -1.6 | 0 | -2 | 24 | 0.2 | -19 | 3 | 2 | .
CCCC1=C(C(=O)OCC)C(c2ccc(OC)c(C)c2OC)C(C#N)=C(N)O1 (centres undefined) | 0 | 30 | 1.0 | -1 | 1 | -5 | 1.5 | -6 | 8 | -5 | -23
O=C(/C=C/c1c[nH]c2ccccc12)c1ccccc1 | 33 | -4 | -3.7 | 2 | -6 | -10 | 0.9 | 3 | 2 | 5 | 123
CS(=O)(=O)Nc1ccc(C(=O)Nc2ccc3ccccc3c2)cc1 | 4 | -1 | -1.9 | 4 | 1 | -3 | 1.3 | 2 | -2 | -7 | -14
CCOc1ccc(C(C(=O)NC2CCCCC2)N(C(=O)c2ccccn2)c2cccnc2)cc1 (centres undefined) | 16 | 3 | 2.5 | -9 | 0 | -3 | -0.6 | -4 | 1 | -2 | 9
CC(C)C(=O)Nc1nnc(CCN2CCCCC2)s1 | 10 | 0 | -2.1 | 52* | -4 | 2 | 0.7 | -3 | -2 | -2 | 13
Cc1c(NC(C)C)c(=O)n(-c2ccccc2)n1C | -18 | . | -1.0 | 4 | -3 | -10 | 2.1 | 4 | 0 | 2 | 14
CCCC1(c2ccccc2)NC(=O)N(CC(=O)c2[nH]c(C)c(C(=O)OCC)c2C)C1=O (centres undefined) | -14 | . | 0.7 | 22 | 5 | 6 | 3.1 | 4 | 2 | -2 | -1
ClCC1CSC(=NC23CC4CC(CC(C4)C2)C3)O1 (centres undefined) | -41 | -3 | 3.0 | 12 | -4 | 8 | -1.3 | -5 | 0 | -9 | 15
CCOc1ccccc1NC(=O)N1CCCc2ccccc21 | -41 | 0 | 2.4 | -8 | -1 | 9 | 0.5 | -13 | 0 | -2 | -10
COc1ccc(C(NC(=O)c2ccc(-c3ccccc3)cc2)c2ccccc2)cc1 (centres undefined) | -3 | -2 | -0.9 | -4 | 5 | -2 | -1.5 | -8 | 5 | -6 | 11
CCOc1ccc(NC(=O)c2cc(Cl)nc3ccccc23)cc1 | -3 | 1 | -1.6 | -1 | -5 | -4 | 2.3 | 4 | 1 | 3 | 4
CC(C)CCN1CCC(n2nccc2NC(=O)C2CCOC2)CC1 (centres undefined) | -1 | 2 | 0.6 | 2 | -3 | -21 | 0.2 | -2 | 3 | -4 | -9
C=CCNCCCCOc1ccc(OCc2ccccc2)cc1 | -4 | 30 | 1.9 | . | -3 | 4 | 1.3 | -4 | 3 | -4 | 13
CCOC(=O)N1CCC(c2cc(=O)n3[nH]ccc3n2)CC1 | -12 | . | 2.4 | -3 | -3 | -7 | 1.0 | -2 | 2 | -6 | -19
O=C(NCCCC(=O)N1CCOCC1)c1cccnc1 | 32 | 33 | -0.9 | 3 | -3 | -18 | -1.2 | -2 | -1 | -9 | 16
COc1ccc(N2CCN(c3nc(NCCc4ccc(OC)c(OC)c4)nc(OC)n3)CC2)cc1 | 1 | 15 | -0.6 | 0 | 1 | -7 | -0.7 | -6 | -3 | -4 | 1
O=C(Nc1ccccc1)C(Cc1cccs1)c1nn[nH]n1 (centres undefined) | . | -3 | 0.1 | 2 | -4 | -10 | -0.5 | 6 | 13 | 0 | -1
O=C(CN1C(=O)C2C3CCC(C3)C2C1=O)OCC(=O)c1cccc([N+](=O)[O-])c1 (centres undefined) | 10 | 0 | -0.4 | 0 | 1 | -8 | -1.3 | -7 | -2 | -12 | 30
CCOC(=O)C1CCN(C(=O)c2cnn3c(C)cc(C)nc23)CC1 | -13 | -2 | -1.1 | -3 | 2 | 2 | -0.4 | -3 | 0 | -4 | .
CCNc1nc2nonc2nc1NCC | 19 | 1 | 1.9 | -10 | 2 | -8 | -2.0 | -5 | -1 | -5 | 56
O=C1CC(C(=O)Nc2ccc(C(=O)O)cc2)C(c2ccccc2)O1 (centres undefined) | -16 | 0 | -0.1 | 0 | -6 | -5 | 1.2 | 6 | 2 | -3 | -14
Cn1ccnc1SCc1ccc([N+](=O)[O-])cc1 | . | 1 | 0.0 | -4 | 1 | -10 | 1.0 | -4 | 1 | 11 | -4
O=C(CSc1nc2ccccc2n1CC(=O)N1CCCC1)Nc1nccs1 | 8 | . | 3.4 | -7 | -8 | -12 | 1.7 | -8 | 2 | -12 | -6
O=C(NCc1ccccc1OC(F)(F)F)C1CCC(=O)N(Cc2ccccn2)C1 (centres undefined) | 4 | 0 | . | 0 | -5 | -16 | -0.4 | -3 | 0 | 1 | 2
COc1ccc(S(=O)(=O)NCCC(=O)NCc2cccs2)cc1 | 28 | -1 | -1.0 | -13 | -5 | -5 | 1.9 | -3 | 4 | 4 | 5
Cc1c(NC(=O)c2cc3ccccc3oc2=O)c(=O)n(-c2ccccc2)n1C | -19 | 0 | 2.4 | -9 | -4 | 5 | 1.3 | -5 | 0 | 2 | 6
COc1ccccc1-c1c(C(F)(F)F)oc2cc(OC(=O)c3cccc([N+](=O)[O-])c3C)ccc2c1=O | -6 | 3 | -0.1 | 3 | -7 | -10 | 0.7 | -14 | 7 | -8 | 13
COc1ccc2c(c1OC)C(C1c3c(cc4c(c3OC)OCO4)CCN1C)OC2=O (centres undefined) | -7 | -5 | 0.4 | -3 | 4 | 0 | 1.6 | 2 | 1 | 0 | 10
C=CCn1c(SCc2ccccc2C#N)nnc1-c1ccccc1O | 1 | 9 | 1.1 | 1 | 5 | 3 | -0.6 | -1 | 0 | -4 | -10
Cc1cc(C)c(NC(=O)CSCc2c(C)noc2C)c(Cl)c1 | -2 | 1 | -0.1 | -8 | 4 | -2 | 2.6 | -8 | 4 | -12 | .
CC(=O)Nc1nc(C)c(Cc2ccccc2)c(=O)[nH]1 | 7 | 1 | -0.8 | -7 | -6 | -1 | -0.3 | 5 | 0 | 0 | 29
CC(NC(=O)c1cccc(S(=O)(=O)N2CCN(Cc3ccccc3)CC2)c1)c1ccc(Br)cc1 (centres undefined) | -8 | 0 | 0.5 | 2 | 1 | 0 | -0.6 | 0 | -3 | 0 | -7
Cc1noc(C)c1C(=O)Nc1nc(-c2cccs2)cs1 | . | -2 | 0.3 | 14 | -2 | 11 | 0.0 | -4 | -3 | -8 | 51
CCn1c(=O)cc(SCC(=O)N2CCN(C(=O)c3ccco3)CC2)c2ccccc21 | 15 | 0 | -0.4 | 5 | 1 | -11 | -1.2 | -7 | -2 | -5 | 3
O=C(O)CCN1C(=O)c2ccc(NC(=O)CCc3ccccc3)cc2C1=O | 31 | 24 | 1.7 | 2 | 0 | -23 | -1.3 | -2 | -8 | -1 | -14
N/C(=N\OC(=O)C1CCCCC1)c1ccc(Cl)cc1 | -19 | -3 | 0.8 | -5 | -6 | -10 | -1.5 | 1 | -2 | -1 | 63
Cc1ccc(C)c(NC(=O)C(C)CC2COCCO2)c1 (centres undefined) | 9 | 5 | 0.5 | -2 | 2 | -12 | 0.8 | -2 | -7 | -17 | -27
CC(=O)Nc1ccc(SC[C@H](Cc2ccccc2)N2CCN(CCc3ccccc3)CCC2=O)cc1 | . | . | 1.6 | -1 | 4 | -9 | -1.2 | -5 | -5 | 2 | 3
CCCCCn1c(S(=O)(=O)O)nc2ccccc21 | -25 | 3 | 0.2 | -4 | 0 | -17 | 1.3 | 1 | 2 | 0 | -2
Cc1cc(C)nc(SCC(=O)N(C)CC(=O)Nc2c(Cl)cccc2Cl)n1 | 2 | -2 | -3.4 | 0 | 1 | -19 | 1.9 | 4 | 2 | -7 | -1
CCC(CC)C(=O)NCc1ccccc1Cl | -1 | -1 | 0.2 | -5 | 0 | -6 | 0.5 | -6 | 5 | -3 | 2
COc1ccc(-n2nc(C(=O)NCC(=O)Nc3ccccn3)c3ccccc3c2=O)cc1 | . | 0 | -0.8 | -36 | 1 | -13 | -0.5 | 3 | 8 | -3 | 180
OC(CN1CCN(Cc2ccccc2)CC1)Cn1c2ccccc2c2ccccc21 (centres undefined) | 28 | 1 | -0.8 | 7 | 1 | -7 | 0.5 | -2 | -3 | -6 | -8
CN(C)c1ccc(/C=N/NC(=O)c2cccc(N3CCCC3=O)c2)cc1 | -1 | 1 | 0.0 | 2 | -2 | -11 | 1.6 | 1 | -4 | -10 | -19
O=C(c1ccco1)N1CCN(C(=S)Nc2ccc(F)cc2)CC1 | 2 | -2 | -0.1 | -12 | 2 | -6 | 4.2 | -4 | 0 | -3 | 2
CCCCn1c(CCc2ccccc2)nc2cc3[nH]c(=O)c(C(C)C)nc3cc21 | 0 | . | 0.3 | -18 | -1 | -3 | 2.4 | -2 | -6 | -12 | 247
Cc1c(Cl)cccc1NS(=O)(=O)c1ccc2c(c1)C1C=CCC1C(c1ccc(C(=O)O)cc1)N2 (centres undefined) | -4 | . | -7.9 | 13 | -3 | -11 | 111* | -6 | -33 | 31* | 6
COc1ccc(NC(=O)CSc2nc3ccccc3nc2N2CCCC2)c(OC)c1 | 5 | . | -1.6 | 20 | 4 | 4 | 1.2 | -1 | 2 | -4 | 78
O=C(OCC(=O)N1CCCc2ccccc21)c1cnc(Cl)c(Cl)c1 | 21 | . | 0.9 | 6 | -5 | -8 | 0.0 | -5 | 3 | -22 | -11
Cc1ccc2c(C(=O)CN3CCC(C(N)=O)CC3)c(C)[nH]c2c1 | -22 | . | -0.4 | -7 | 2 | -14 | -1.3 | -8 | 18 | -12 | -7
CCCc1ccc(OCc2ccc(C(=O)N3CCCC3)o2)cc1 | -46 | 9 | -1.8 | 12 | -1 | -17 | -1.0 | -17 | -1 | -21 | -10
